# FLuc counter – firefly luciferase modulation, counter-screen for miR-21 project; AID 588342; Potency, µM (doses to about 57.5 µM), inactives show top-dose activity change, negative = inhibition, most hits filed as inhibitors; purified FLuc, Km substrates, luminescence inhibition; hit rate 6.9% among 360,000;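 further: potency means the concentration at half of the fitted maximal effect; plate controls were vehicle for no effect and reference inhibitor for full effect; nearly all actives have a fitted effect of over 55% in size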
#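 Biochemical qHTS of compounds, final roughly 60 µM downward over six points, against 10 nM purified firefly luciferase using Km concentrations of substrates (10 uM D-luciferin, 10 uM ATP) in Tris acetate pH 7.5 buffer; luminescence output.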
# KCNH2 3.1 inh – blocks the human KCNH2 3.1 channel isoform; activity change, % (tested at about 1.8 µM); U2OS KCNH2 3.1, thallium flux FluxOr; hits give low values; hit rate 0.95% among 340,000;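 active means maximum activity change below -70%; inconclusive means maximum activity change from -70% to -50%; inactive means maximum activity change above -50%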;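 further: thallium influx rate constant from kinetic fluorescence after stimulation buffer; on the % scale 0 is the no-effect control and ±100 the full control effect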
#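 Measured as rate of thallium-driven FluxOr signal in transduced U2OS cells carrying the 3.1 channel, read kinetically for 2 min upon stimulation; values are rate constants scaled to DMSO control wells.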
# PKM2 activator – PKM2 (human) enzyme activation. Potency, µM (doses to about 57.5 µM), without a hit: at the top dose activation, most hits filed as activators. purified PKM2, Kinase-Glo ATP luminescence, activation; response scale: 0% is enzyme alone, no compound. hit rate 0.34% among 260,000. P14618; further: potency means the concentration at half of the fitted maximal effect; on the % scale 0 is the no-effect control and ±100 the full control effect; nearly all actives have a fitted effect of over 55% in size
#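 Kinase-Glo luminescence reports ATP generated from ADP (0.1 mM) and PEP (0.5 mM) by purified hPK-M2 after 1 h at room temperature, pH 7.2 imidazole buffer; intermediate enzyme activity allows detecting inhibitors and activators.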
# RORgamma inh – inhibitors of mouse ROR gamma transcriptional activity; Drosophila S2 Gal4-RORgamma UAS-luciferase reporter, 20 h; Potency, µM (highest dose often 53.6 µM), without a hit: at the highest dose activity change, negative = inhibition, usual class: inhibitors; hit rate 5.4% among 310,000; AID 2551; further: potency means the concentration at half of the fitted maximal effect; on the % scale 0 is the no-effect control and ±100 the full control effect; nearly all actives have a fitted effect of over 60% in size
#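 A Gal4/UAS one-hybrid system in insect cells: metallothionein-promoter Gal4–ROR gamma fusion plus Photinus luciferase reporter. Copper sulfate 700 uM final, 20 hr ambient incubation, luminescent detection after 10 min with reagent.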
# Mito fusion yeast – mitochondrial division inhibition or fusion activation. S. cerevisiae fusion-defective mutant growth rescue, CellTiterGlo 48 h. hit rate 0.23% among 320,000. Potency, µM (top dose mostly 46.1 µM), inactives show at the top dose growth rescue (activation), actives largely listed as activators;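 further: potency means the concentration at half of the fitted maximal effect; % of control where 0% means no effect; nearly all actives have a fitted effect of over 45% in size; temperature-sensitive fusion mutants such as fzo1-1 at 37 °C on non-fermentable ethanol glycerol medium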
#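 S. cerevisiae fusion-defective temperature-sensitive mutants (e.g. fzo1-1, mgm1-5) grown 48 h at 37C in YPEG (ethanol/glycerol non-fermentable) medium with 23 nl compound per well; growth rescue read as CellTiterGlo luminescence.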
# Gal4-VP16 FLuc – Gal4-VP16 reporter inhibition counter-screen; hit rate 3.5% among 310,000; AID 2546; Potency, µM (series often up to 53.6 µM), for inactives: top-dose activity, negative = inhibition, usual class: inhibitors; Drosophila S2 Gal4-VP16 UAS-luciferase, luminescence, 20 h;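 further: Gal4-VP16 expression switched on by copper sulfate through the metallothionein promoter; potency means the concentration at half of the fitted maximal effect; on the % scale 0 is the no-effect control and ±100 the full control effect; nearly all actives have a fitted effect of over 50% in size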
# MBNL1-CUG inh – blocks human MBNL1 binding to CUG repeat RNA | hit rate 0.036% among 280,000 | Potency, µM (highest dose often 57.5 µM), for inactives: at the top dose activity change, negative = inhibition, most hits filed as inhibitors | Q9NR56 | TR-FRET MBNL1-His/biotin-(CUG)12 binding, 665/545 ratio; active means well fitted inhibition curve with a large enough effect in the signal ratio, with a control signal flat, not every such curve was filed as active; inconclusive means small, poorly fitted or top-dose-only effect, or effect the other way, or a change in a side signal; inactive means no such curve, though single readings can be large or run the other way; the % refers to the signal ratio; further: potency means the concentration at half of the fitted maximal effect; on the % scale 0 is the no-effect control and ±100 the full control effect
# Target sequence (Q9NR56 whole entry, looked up): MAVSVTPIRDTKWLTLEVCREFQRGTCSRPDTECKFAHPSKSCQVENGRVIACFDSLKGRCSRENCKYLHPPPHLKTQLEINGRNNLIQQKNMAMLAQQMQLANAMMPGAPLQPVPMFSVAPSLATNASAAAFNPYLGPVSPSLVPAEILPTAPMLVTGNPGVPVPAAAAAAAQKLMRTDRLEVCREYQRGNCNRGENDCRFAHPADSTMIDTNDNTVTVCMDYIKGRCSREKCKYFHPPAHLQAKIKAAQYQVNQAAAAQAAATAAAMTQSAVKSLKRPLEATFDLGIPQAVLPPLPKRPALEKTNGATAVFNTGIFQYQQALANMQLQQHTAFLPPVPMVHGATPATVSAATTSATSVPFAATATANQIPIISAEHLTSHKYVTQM
#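 Inhibition of protein-RNA binding appears as loss of TR-FRET between terbium anti-His antibody on MBNL1-His and streptavidin-XL665 on biotin-(CUG)12. Activity is normalized to buffer-only and uninhibited-complex controls.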
# Menin-MLL TR inh – menin-MLL binding inhibition, Texas Red mutant peptide. O00255. Menin + Texas Red MLL mutant peptide, fluorescence polarization. Potency, µM (series often up to 61.6 µM), for the others: at the top dose FP activity change, negative = inhibition, hits mostly inhibitors. hit rate 0.23% among 270,000. AID 1768; active means well fitted inhibition curve with a large enough effect in the polarisation, with a control signal flat, not every such curve was filed as active; inconclusive means small, poorly fitted or top-dose-only effect, or effect the other way, or a change in a side signal; inactive means no such curve, though single readings can be large or run the other way; the % refers to the polarisation; further: potency means the concentration at half of the fitted maximal effect; % of control where 0% means no effect; many of its hits are not listed in these tables
# Target sequence (O00255 whole entry, looked up): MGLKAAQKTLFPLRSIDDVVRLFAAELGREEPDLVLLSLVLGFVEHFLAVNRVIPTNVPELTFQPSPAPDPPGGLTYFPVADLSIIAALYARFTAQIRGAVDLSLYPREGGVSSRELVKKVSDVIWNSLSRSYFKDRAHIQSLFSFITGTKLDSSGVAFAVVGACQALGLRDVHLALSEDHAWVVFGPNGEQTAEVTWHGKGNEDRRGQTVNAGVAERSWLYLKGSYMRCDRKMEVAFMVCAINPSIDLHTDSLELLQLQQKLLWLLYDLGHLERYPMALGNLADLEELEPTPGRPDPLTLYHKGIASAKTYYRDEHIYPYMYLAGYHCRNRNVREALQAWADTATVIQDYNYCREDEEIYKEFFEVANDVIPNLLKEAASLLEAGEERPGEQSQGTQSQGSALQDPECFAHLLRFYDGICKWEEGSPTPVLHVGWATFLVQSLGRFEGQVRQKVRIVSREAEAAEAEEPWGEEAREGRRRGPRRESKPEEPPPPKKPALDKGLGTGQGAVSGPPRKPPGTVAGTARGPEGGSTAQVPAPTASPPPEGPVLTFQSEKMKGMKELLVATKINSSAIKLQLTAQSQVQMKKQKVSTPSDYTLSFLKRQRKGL
# NPC1 promoter act – activators of NPC1 promoter; Potency, µM (titrated, usually from 9.22 µM), without a hit: at the highest dose activation, most hits filed as activators; hit rate 2.4% among 320,000; Huh7 NPC1 promoter luciferase reporter, 24 h;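 further: potency means the concentration at half of the fitted maximal effect; % of control where 0% means no effect; nearly all actives have a fitted effect of over 60% in size; reporter is driven by a mutant NPC1 promoter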
#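 Quantitative HTS used a cell-based reporter: Huh7 cells stably bearing the NPC1 promoter upstream of luciferase were treated with compounds for 24 h, and promoter activation was read as luminescence.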
# Rab9 prom act – activates the Rab9 promoter; Huh7 Rab9 promoter-luciferase reporter, luminescence, 24 h; Potency, µM (series often up to 9.22 µM), inactives show at the top dose activation, negative = inhibition, most hits filed as activators; hit rate 2.8% among 320,000; further: potency means the concentration at half of the fitted maximal effect; % of control where 0% means no effect; nearly all actives have a fitted effect of over 60% in size
#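 Cell-based reporter: Huh7 stable for Rab9 promoter-driven luciferase, plated in reduced-serum medium with 10% FBS at 1500 cells/well, compound-treated 24 h at 37 °C, luminescence read after 10 min reagent.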
# ELG1 DNA repair – ELG1-dependent DNA repair inhibition; HEK293T ELG1-luciferase reporter, luminescence, 16 h; DNA damage induced by 5-fluorouridine; Potency, µM (top dose mostly 46.1 µM), for the others: at the top dose activity change, negative = inhibition, usual class: inhibitors; hit rate 2.3% among 330,000; AID 504467; further: potency means the concentration at half of the fitted maximal effect; on the % scale 0 is the no-effect control and ±100 the full control effect; nearly all actives have a fitted effect of over 55% in size
#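 DMSO vehicle served as the neutral condition. Each well held 2,000 cells given 5-fluorouridine plus compound; after 16 hr at 37 °C/5% CO2, ONE-Glo was added and luciferase measured 30 min later.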
# Starred values were filed as active, the others as inactive; ? = inconclusive; / = no result given; [ ] = remark or other dose. Unless noted, the call rests on the fitted dose curve; in most records, active means well fitted curve in the direction sought with a large enough effect; inconclusive means small, poorly fitted or top-dose-only effect, or another doubt; inactive means no such curve, though single readings can be large; an effect the other way counts as inactive or inconclusive.
SMILES,FLuc counter,KCNH2 3.1 inh,PKM2 activator,RORgamma inh,Mito fusion yeast,Gal4-VP16 FLuc,MBNL1-CUG inh,Menin-MLL TR inh,NPC1 promoter act,Rab9 prom act,ELG1 DNA repair
O=S(=O)(c1cccs1)N1CN(Cc2ccc(Cl)cc2)c2nc3ccccc3nc21,3%,18,-6%,36%,3%,-8%,9%,-30%,0%,3%,-2%
COc1ccc2cc(C(=O)NCC(=O)O)sc(=O)c2c1OC,2%,12,-5%,9%,0%,-1%,?,-5%,1%,4%,-4%
O=C(c1ccco1)N1CCN(Cc2cccc3ccccc23)CC1,2%,-20,/,25%,25%,7%,2%,?,-4%,-1%,?
O=[N+]([O-])c1ccc(CS(=O)(=O)N2CCN(c3ccccc3)CC2)cc1,-1%,-3,/,-11%,-5%,-16%,13%,11%,-1%,-4%,-4%
CN(N)c1nc(-c2ccccc2)nnc1C(F)(F)F,-1%,-17,-1%,8%,2%,-1%,6%,-9%,-9%,3%,5%
CS(=O)(=O)N(CC(=O)N1CCCCCC1)c1cccc(F)c1,2%,2,-2%,-23%[1.91 µM],0%,1%,0%,-3%,-6%,4%,13%
O=[N+]([O-])c1ccccc1CNc1ccc(F)c(Cl)c1,-5%,7,-2%,21%,26%,-2%,?,16%,-1%,-7%,?
Oc1ccc2ccccc2c1CNc1ccc(Br)cc1,-7%,-7,/,?,-1%,?,-1%,27%,-3%,-5%,10%
CN(C)c1ccc(/C=N/NC(=O)CNC(=O)c2ccc3c(c2)OCCO3)cc1,?,19,-1%,5%,-7%,-19%,17%,0%,-6%,-7%,-7%
COC(=O)C1=C(C)N(C)C(=O)NC1c1ccc([N+](=O)[O-])o1 (centres undefined),1%,20,2%,-43%,-3%,1%,?,7%,0%,0%,5%
Cc1ccccc1N1CCN(C(=O)C2CCC(=O)N(C3CCCC3)C2)CC1 (centres undefined),2%,7,4%,23%,3%,-3%,-4%,?,1%,0%,6%
CCOc1ccc(NS(=O)(=O)c2ccc3c(c2)n(C)c(=O)n3C)cc1,1%,-9,/,42%,2%,-12%,-13%,13%,2%,-3%,-22%
CCCC(=O)NNC(=O)Nc1ccccc1,0%,2,3%,-9%,-1%,-1%,0%,-22%,-1%,4%,7%
COc1ccccc1CC(=O)N1CCN(C(=O)c2ccco2)CC1,3%,-3,0%,-27%,-2%,2%,-4%,/,-6%,4%,4%
Cn1ccnc1SCC(=O)Nc1cccc(S(=O)(=O)N2CCCCCC2)c1,-8%,0,23%,5%,20%,-4%,-14%,-7%,-1%,0%,-9%
Cc1cc(C)n2nc(SCn3nnc4ccccc4c3=O)nc2n1,0%,24,0%,13%,0%,0%,?,-7%,-6%,-12%,3%
O=C(Nc1cccc(NC(=O)c2ccccc2Cl)c1)c1ccc([N+](=O)[O-])o1,21µM*,-6,-1%,?,-27%,?,?,?,-16%,4%,23µM*
COc1ccc(OCc2nnc(SCC(=O)Nc3nnc(C4CC4)s3)n2C)cc1,-3%,-2,3%,-9%,-3%,8%,-4%,-15%,-2%,0%,3%
Cc1cc(C(=O)CSc2ccc(Cl)cc2)cc(C)c1OC(=S)N(C)C,9.5µM*,-1,0%,12%,15%,28%,-4%,6%,2.8µM*,?,?
COC(=O)C1=C(C(=O)OC)[C@@H]2N(C)c3ccc(OC)cc3[C@@]23C[C@@H](C(=O)OC)N(C(=O)c2cccs2)C3=N1,0%,-3,0%,9%,1%,0%,-2%,43%[activator],-1%,5%,-27%
CCCCN(C)Cc1cc(=O)oc2cc3c(cc12)CCCC3,-19%,3,0%,4%,-4%,0%,/,/,-9%,1%,?
O=C(CN1CCCC1)N/N=C/c1c(O)ccc2ccccc12,1%,-23,1%[11.5 µM],3.2µM*,2%,3.2µM*,?,?,-28%,-35%[inhibitor],5.2µM*
O=C(NCC(=O)N(c1ccc(F)cc1)C(C(=O)NC1CCCCC1)c1ccncc1)c1ccco1 (centres undefined),0%,7,0%,-21%,0%,5%,-2%,-9%,-5%,-2%,12%
O=C(Nc1ccc2c(c1)OCO2)C1CCCN(c2nc3ccccc3s2)C1 (centres undefined),?,-26,0%,32%,-1%,-26%,1%,?,-4%,8%,?
OCCOc1ccc(CN2CCCC(N3CCN(c4ccc(F)cc4)CC3)C2)cc1 (centres undefined),1%,-15,0%,-15%,0%,12%,4%,-19%,0%,-4%,1%
S=C1NCN(Cc2ccco2)CN1Cc1ccco1,6%,15,0%,?,-2%,-2%,/,/,-3%,-1%,?
CCn1c(-c2ccccc2)c(C(=O)CC#N)c2ccccc21,-9%,-2,-7%,-24%,-4%,14%,0%,6%,0%,-4%,?
CCCN1CCC(NC(=O)CC2C(=O)NCCN2Cc2cccc(OC)c2)CC1 (centres undefined),0%,18,-10%,-1%,1%,2%,-8%,/,-1%,6%,4%
CCOC(=O)c1ccccc1-c1cn2cc(Cl)ccc2n1,15µM*,-33,-9%,8%,15%,-15%,3%,-15%,-2%,8%,?
O=C(CCN1C(=O)COc2ccccc21)NCc1ccco1,1%,5,-7%,1%,-2%,10%,-6%,-9%,4%,-2%,7%
COc1ccc(/C=C\C(=O)c2c(O)ccc3c(C)cc(=O)oc23)cc1OC,3%,-3,8%,13µM*,3%[9.22 µM],?,2%,-12%,-10%,?,-16%
COc1ccc(C)cc1NC(=O)CSCc1ccccc1C,2%,-13,3%,9%,1%,6%,0%,-5%,0%,-1%,14%
O=C(CN1CCN(Cc2ccccc2)CC1)N=Nc1c(O)[nH]c2ccccc12,9%,1,0%,-5%,0%,0%,/,11%,-1%,-6%,-14%
COc1cc(Nc2c3ccccc3nc3ccccc23)cc(OC)c1OC,-13%,-11,/,-10%,-36%[inhibitor],?,?,-13%,-8%,-1%,-27%
COc1ccc(NC(=S)N2CCCC2c2ccc(OC)c(OC)c2)cc1 (centres undefined),2%,8,0%,2%,-6%,6%,-14%,-2%,-2%,-3%,-29%
Cc1nc(-c2ccc(C(=O)O)cc2)cs1,?,-2,-9%,14%,-2%,-4%,-1%,-13%,-1%,?,9%
Cc1csc(=O)n1CCC(=O)OCC(=O)Nc1ccc(C(N)=O)cc1,-3%,11,/,/,2%,/,/,/,-2%,-3%,3%
COC(=O)c1ccc(C)c(NS(=O)(=O)c2ccc(NC(C)=O)cc2)c1,2%,23,1%,36%,-1%,0%,3%,16%,-6%,-3%,-27%
CCCCNC(=S)N(CCCO)Cc1cc2cc3c(cc2[nH]c1=O)OCCO3,-2%,3,-6%,?,0%,-1%,-1%,7%,3%,-4%,?
CCOc1cccc(CN2CCN(CCc3ccccc3)C(CCO)C2)c1O (centres undefined),-1%,?,2%,22%,-4%,-2%,17%,-29%,-4%,-2%,8%
Cn1c(CC(=O)Nc2ccccc2)nnc1SCC(=O)c1ccccc1,1%,2,14%,3.5µM*,-2%,?,-10%,1%,0%,-12%,?
CN(C)CCCN(C(=O)c1ccc(S(=O)(=O)N2CCc3ccccc3C2)cc1)c1nc2c(F)cc(F)cc2s1,1%,15,/,/,-11%,/,/,/,-1%,-2%,10%
COc1ccc(C(=O)NCCS(=O)(=O)NCc2ccc(C)cc2)cc1,3%,3,/,/,1%,/,/,/,-1%,1%,-8%
COc1ccccc1CNCC(=O)Nc1ccccc1-n1cccc1,0%,12,-2%,9%,17%,-13%,-5%,-4%,1%,-16%,-9%
CCOCCCNC(=O)C(NC(=O)c1ccc(=O)[nH]c1)c1ccccc1 (centres undefined),1%,-19,0%,17%,0%,-12%,13%,-9%,1%,2%,-6%
Clc1cccc(C2Nc3cccc4cccc(c34)N2)c1Cl,-8%,?,7%,-40%,4%,-1%,9%,?,9%,3%,0%
Cc1ccccc1C(=O)Nc1c(C(=O)N(CCN(C)C)Cc2ccco2)oc2ccccc12,1%,-84*,4%[0.46 µM],3%,-19%,6%,-8%,-8%,1%,-7%,6%
Cc1cc(C)n(-c2nnc3n2N=C(c2ccccc2)CS3)n1,-6%,5,-24%,0%,?,-10%,-4%,-27%,1%,-9%,-2%
CC(=O)Nc1cccc(N(C(=O)C2COc3ccccc3O2)C(C(=O)NC2CCCCC2)c2cn(C)nc2C)c1 (centres undefined),-2%,-1,0%,11%,-1%,-1%,1%,-4%,0%,-5%,?

# Only part of the results is shown; rates above refer to the full screens.
